Screens as filed in PubChem BioAssay.
MLL_CXXC-DNA_inh: qHTS Fluorescence Polarization Assay for Inhibitors of MLL CXXC domain - DNA interaction; Potency, µM (series often up to 115 µM), inactives show at the highest dose activity change, negative = inhibition, usual class: inhibitors; AID 2662, 2010; 290,000 compounds, 0.037% hits; MLL-CXXC / FITC-HOXA9 DNA fluorescence polarization; active = well fitted inhibition curve with a large enough effect in the polarisation, with a control signal flat, not every such curve was filed as active; inconclusive = small, poorly fitted or top-dose-only effect, or effect the other way, or a change in a side signal; inactive = no such curve, though single readings can be large or run the other way; the % refers to the polarisation; note: potency is the fitted concentration of half-maximal effect
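Steps: dispense CXXC domain solution (7 uM) → pin compounds or unlabeled HOX-A9 DNA control → 5 min ambient → add FLSN-HOX-A9 solution (50 nM) → spin → 30 min ambient → fluorescence polarization. Tris pH 7.5/NaCl/DTT/BSA buffer.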
FBPA_coupling_cs: qHTS Assay for Inhibitors of Fructose-1,6-bisphosphate Aldolase from Giardia Lamblia: Coupling assay counterscreen | coupling enzyme system counterscreen, AmpLite Red fluorescence | activity change, negative = inhibition, % at 58.2 µM, hits read low | 290,000 compounds, 0.67% hits | AID 2472, 2010; in the data active = activity change below about -30%; note: % is set by controls: 0 for no effect and ±100 for the full control effect
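Counterscreen of the coupled detection system alone, without aldolase: glyceraldehyde-3-phosphate coupling enzymes plus AmpLite Red readout. Compounds at 57.5 uM final, 10 min RT preincubation, 20 min RT reaction, fluorescence 525/598 nm.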
TRPV1_agonist: HTS Assay for Compounds that Act as Agonists of the Vanilloid Receptor 1. Transient receptor potential cation channel subfamily V member 1 (Homo sapiens), Q8NER1. activation, % at 8.33 µM. AID 540275, 2011. TRPV1-expressing cells, Fluo-8 calcium influx, agonist mode. 320,000 compounds, 0.19% hits; in the data active = activation above about 80%; inconclusive = between about 30% and that limit; note: 0% is about no effect
Target sequence (Q8NER1 whole entry, looked up): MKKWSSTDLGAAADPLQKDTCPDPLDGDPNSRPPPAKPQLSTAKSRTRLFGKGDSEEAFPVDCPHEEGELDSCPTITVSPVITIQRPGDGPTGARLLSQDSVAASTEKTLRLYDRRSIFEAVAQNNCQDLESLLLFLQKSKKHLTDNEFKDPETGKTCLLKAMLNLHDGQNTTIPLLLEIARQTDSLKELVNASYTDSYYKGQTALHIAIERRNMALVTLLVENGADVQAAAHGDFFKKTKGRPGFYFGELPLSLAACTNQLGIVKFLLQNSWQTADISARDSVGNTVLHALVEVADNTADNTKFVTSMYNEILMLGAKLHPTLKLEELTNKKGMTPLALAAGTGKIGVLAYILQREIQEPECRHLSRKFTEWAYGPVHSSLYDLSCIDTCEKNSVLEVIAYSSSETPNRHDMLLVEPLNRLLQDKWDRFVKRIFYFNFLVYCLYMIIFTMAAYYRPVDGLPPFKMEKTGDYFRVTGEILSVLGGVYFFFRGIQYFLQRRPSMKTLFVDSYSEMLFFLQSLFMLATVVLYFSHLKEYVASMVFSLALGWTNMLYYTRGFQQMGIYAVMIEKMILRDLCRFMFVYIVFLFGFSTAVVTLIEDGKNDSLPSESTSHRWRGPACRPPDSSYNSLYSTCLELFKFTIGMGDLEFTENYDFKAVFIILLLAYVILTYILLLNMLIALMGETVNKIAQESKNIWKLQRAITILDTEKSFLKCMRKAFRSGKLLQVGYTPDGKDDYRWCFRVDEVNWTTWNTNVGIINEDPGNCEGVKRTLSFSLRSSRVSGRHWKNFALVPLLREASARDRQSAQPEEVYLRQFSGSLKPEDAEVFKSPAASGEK
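TRPV1-expressing cells were cultured overnight at 35.5C and loaded with Fluo-8 calcium dye for 40 to 90 min at room temperature. After a 10 s baseline, compound was added and calcium influx was read kinetically for 3 min (ex 480/em 520 nm).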
MBNL1_CUG_block: qHTS Assay for Inhibitors of MBNL1-poly(CUG) RNA binding. Muscleblind-like protein 1 (Homo sapiens), Q9NR56. TR-FRET MBNL1-His/biotin-(CUG)12 binding, 665/545 ratio. Potency, µM (titrated, usually from 57.5 µM), for the others: top-dose activity change, negative = inhibition, usual class: inhibitors. 280,000 compounds, 0.036% hits. AID 2675, 2010; active = well fitted inhibition curve with a large enough effect in the signal ratio, with a control signal flat, not every such curve was filed as active; inconclusive = small, poorly fitted or top-dose-only effect, or effect the other way, or a change in a side signal; inactive = no such curve, though single readings can be large or run the other way; the % refers to the signal ratio; note: potency is the fitted concentration of half-maximal effect; % is set by controls: 0 for no effect and ±100 for the full control effect
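Ratiometric TR-FRET (665 over 545 nm, excitation 340 nm) tracks disruption of MBNL1-His/biotin-(CUG)12 complex after 60 min at room temperature, with compounds at 92 nM to 58 uM final.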
Integrin_act_MD: qHTS for Activators of Integrin-Mediated Alleviation for Muscular Dystrophy; alpha7betagal myoblasts, beta-gal FDG fluorescence, 48 h; Potency, µM (doses to about 38.3 µM), without a hit: top-dose activation, hits mostly activators; 350,000 compounds, 0.064% hits; AID 624291, 2012;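 note: potency is the fitted concentration of half-maximal effect; 100% = response of the positive control SU9516; nearly all actives have a fitted effect of over 60% in size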
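alpha7betagal+/- myoblasts (passage 13, 250/well) treated 48 h at 37C with compounds at 1:260 dilution of DMSO stock. Lysed, then beta-galactosidase activity read as FDG fluorescence (ex 480/em 540) after 30 min, with pre-read for autofluorescence.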
ASM_inhibitor: Inhibitors of Secretory Acid Sphingomyelinase (S-ASM): qHTS. AID 504937, 2011. placental ASM, HMU-PC fluorogenic substrate, 60 min. Sphingomyelin phosphodiesterase (Homo sapiens), P17405. 340,000 compounds, 0.006% hits. Potency, µM (titrated, usually from 57.5 µM), inactives show at the highest dose activity change, negative = inhibition, usual class: inhibitors; note: potency is the fitted concentration of half-maximal effect
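Human placenta-derived ASM enzyme was preincubated with compound for 10 minutes at room temperature, then given fluorogenic substrate HMU-PC0 (9 uM final) for 60 minutes at 37 °C; a pH 10 stop preceded fluorescence reading at Ex 386/Em 447 nm.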
KCNH2_WT_inh: qHTS for Inhibitors of KCHN2 3.1: Wildtype qHTS; Voltage-gated inwardly rectifying potassium channel KCNH2 (Homo sapiens), Q12809; U2OS, BacMam KCNH2, thallium flux FluxOr; stronger effect = lower value; activity change, % at 1.84 µM; 340,000 compounds, 0.37% hits;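 active = maximum activity change below -70%; inconclusive = maximum activity change between -70% and -50%; inactive = maximum activity change above -50%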; note: % is set by controls: 0 for no effect and ±100 for the full control effect
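U2OS cells transduced with wild-type KCNH2 virus are loaded with FluxOr dye for 45 min, and thallium flux is measured in kinetic reads before and after stimulation buffer. Rate constants are normalized to DMSO controls.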
KCNH2_3.1_inh: qHTS for Inhibitors of KCHN2 3.1: Mutant qHTS. AID 720553, 2013. 340,000 compounds, 0.95% hits. U2OS KCNH2 3.1, thallium flux FluxOr; stronger effect = lower value. Potassium voltage-gated channel subfamily H member 2, brain isoform KCNH2 3.1 (human). activity change, % (tested at about 1.8 µM);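 active = maximum activity change below -70%; inconclusive = maximum activity change from -70% to -50%; inactive = maximum activity change above -50%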;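 note: thallium influx rate constant from kinetic fluorescence after stimulation buffer; % is set by controls: 0 for no effect and ±100 for the full control effect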
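Thallium flux read-out: FluxOr dye with Red40 quencher in HBSS/HEPES, 45 min at RT. Rate constants from kinetic reads were normalized to positive and negative DMSO controls. Cells: U2OS virally expressing the 3.1 isoform.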
A-T_KAP1_phos: qHTS Assay for Identifying a Potential Treatment of Ataxia-Telangiectasia. Potency, µM (series often up to 57.5 µM), without a hit: at the top dose activation, actives largely listed as activators. […] A-T fibroblasts, KAP-1 phosphorylation AlphaLISA; neocarzinostatin DNA damage 30 min before lysis. 320,000 compounds, 0.19% hits; note: potency is the fitted concentration of half-maximal effect; % of control where 0% means no effect; nearly all actives have a fitted effect of over 45% in size
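hTERT-immortalized A-T patient fibroblasts ([…]), 500 cells/well in OPTI-MEM, 1% FBS, got compounds for 60 min, then NCS for 30 min at 37C. Lysates were then assayed for phospho-KAP-1 by AlphaLISA (anti-pKAP1 donor, anti-KAP1 acceptor beads), 6 hr at 25C.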
GALK_inhibitor: qHTS Assay for Inhibitors of Human Galactokinase (GALK); Purified GALK, Kinase-Glo residual ATP luminescence; Potency, µM (top dose mostly 57.5 µM), for the others: top-dose activity change, negative = inhibition, hits mostly inhibitors; 270,000 compounds, 0.007% hits; AID 1868, 2009; note: potency is the fitted concentration of half-maximal effect; % is set by controls: 0 for no effect and ±100 for the full control effect
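Luminescence from leftover ATP (Ultra-Glo luciferase/luciferin) served as read-out after a 1 h room-temperature reaction of 5 nM GALK with 35 uM ATP and 100 uM galactose.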
Numbers without * were called inactive; ? = inconclusive; . = no result given; [ ] = another dose, or the depositor's remark. Unless noted, calls come from the whole dose curve; as a rule, active = well fitted curve in the direction sought with a large enough effect; inconclusive = small, poorly fitted or top-dose-only effect, or another doubt; inactive = no such curve, though single readings can be large; an effect the other way counts as inactive or inconclusive.

SMILES MLL_CXXC-DNA_inh FBPA_coupling_cs TRPV1_agonist MBNL1_CUG_block Integrin_act_MD ASM_inhibitor KCNH2_WT_inh KCNH2_3.1_inh A-T_KAP1_phos GALK_inhibitor
CCOc1cc(/C=C/C(=O)O)ccc1OCCOc1ccc(F)cc1 -11% 7 -3 2% 16% 1% -1 8 0% 1%
Cc1ccc(O)c(NC(=O)CCC2CCCCC2)c1 -10% -2 ? -14% 10% -7% 2 8 -3% 3%
N#C/C(=N\Nc1cc(Cl)cc(Cl)c1)c1nnc2n1CCCCC2 7% 3 -8 ? ? ? 6 4 -11% 1%
CCOC(=O)c1ccc(Nc2cc(C)nc(C)c2C(=O)OCC)cc1 2% 0 ? -2% -2% 1% -5 -22 5% -4%
O=C(Nc1ccccc1O)N1c2ccccc2Sc2ccccc21 28% 12 14 -7% ? 25µM* 1 -3 10% -2%
Brc1ccc(N=Cc2ccccn2)cc1 -3% -1 1 4% 2% 3% -2 8 -4% .
Cc1cc(C)cc(NC(=O)CC23CC4CC(C2)CC(n2nnc(C)n2)(C4)C3)c1 1% -7 1 . 1% -1% 87 -21 -1% -1%
Cc1cccc(Sc2ccc([N+](=O)[O-])cc2[N+](=O)[O-])n1 4% -20 0 ? -68%[inhibitor] 0% -8 -8 13% 1%
O=S(=O)(c1ccc(Cl)nc1)N1CCC(Cc2ccccc2)CC1 . . . . -11% 6% 5 -6 9% .
CCOCCn1ccc2c(OCC(=O)Nc3ccccc3F)cccc2c1=O . . 16 . 14% 4% 3 8 2% .
Cc1ccc(NC(=O)c2ncn(CC(=O)NCc3ccc4c(c3)OCO4)n2)cc1C . . . . 17% -4% 1 -6 2% .
CC(C)(C)c1nnc2sc(SCC(=O)c3cccs3)nn2c1=O -4% 2 6 -4% -12% -1% -11 ? 6% 2%
Cc1ccccc1-c1nn(-c2ccc(F)cc2F)cc1CNC1CC1 5% 0 27 -3% 4% 5% -5 33 1% 9%

Retrieved one by one from the entries so far:
SMILES MLL_CXXC-DNA_inh FBPA_coupling_cs TRPV1_agonist MBNL1_CUG_block Integrin_act_MD ASM_inhibitor KCNH2_WT_inh KCNH2_3.1_inh A-T_KAP1_phos GALK_inhibitor
CCOCCn1ccc2c(OCC(=O)Nc3ccccc3F)cccc2c1=O . . 16 . 14% 4% 3 8 2% .
O=S(=O)(c1ccc(Cl)nc1)N1CCC(Cc2ccccc2)CC1 . . . . -11% 6% 5 -6 9% .
Cc1ccc(O)c(NC(=O)CCC2CCCCC2)c1 -10% -2 ? -14% 10% -7% 2 8 -3% 3%

For reference, part of the list above:
SMILES MLL_CXXC-DNA_inh FBPA_coupling_cs TRPV1_agonist MBNL1_CUG_block Integrin_act_MD ASM_inhibitor KCNH2_WT_inh KCNH2_3.1_inh A-T_KAP1_phos GALK_inhibitor
CC(C)(C)c1nnc2sc(SCC(=O)c3cccs3)nn2c1=O -4% 2 6 -4% -12% -1% -11 ? 6% 2%
Cc1ccccc1-c1nn(-c2ccc(F)cc2F)cc1CNC1CC1 5% 0 27 -3% 4% 5% -5 33 1% 9%
